PI4K2A inh: inhibitors of human PI4K2A; AID 1346378; purified PI4K2A, ADP-Glo luminescence, 1 h; active compounds read low; actives 0.13% (n = 420,000); activity change, negative = inhibition, % at 76.9 µM; in the data active means activity change below about -50%;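 further: -100% = wells without enzyme as full effect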
Target sequence (Q9BTU6 whole entry, looked up): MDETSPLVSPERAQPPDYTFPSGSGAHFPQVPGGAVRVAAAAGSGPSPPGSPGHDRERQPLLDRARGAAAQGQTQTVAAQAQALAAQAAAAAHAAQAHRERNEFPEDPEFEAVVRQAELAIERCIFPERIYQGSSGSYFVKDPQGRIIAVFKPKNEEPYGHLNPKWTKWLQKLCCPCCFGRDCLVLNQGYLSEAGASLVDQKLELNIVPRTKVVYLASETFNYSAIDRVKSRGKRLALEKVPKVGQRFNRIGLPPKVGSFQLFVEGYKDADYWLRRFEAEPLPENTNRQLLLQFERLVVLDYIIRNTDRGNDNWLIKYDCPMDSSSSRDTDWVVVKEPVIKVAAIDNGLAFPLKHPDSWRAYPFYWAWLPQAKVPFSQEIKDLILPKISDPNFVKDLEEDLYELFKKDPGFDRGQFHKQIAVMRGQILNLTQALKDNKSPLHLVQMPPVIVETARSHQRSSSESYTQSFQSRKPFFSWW
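Compounds are screened against recombinant PI4K2A using PI as substrate and ATP, the latter dispensed at 300 microM. Reactions run one hour at ambient temperature before ADP-Glo detection; full inhibition defined by wells lacking enzyme.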
* hit, by the source's call; i = inactive.

SMILES | PI4K2A inh
CCn1c(=O)n(CC(=O)N2CCC(C)CC2)c(=O)c2ccccc21 | 14
COC[C@H]1CCCN1c1ccc2c(c1)O[C@@H]1CCN(C1)S2(=O)=O | -5
CCCc1cn(CC(C)n2c(=O)c3ccccc3n2Cc2cc(C(C)C)no2)nn1 (stereo unspecified) | 6
CC(C)CN1C(=O)[C@]2(CC(=O)N(C)C2c2ccccc2)c2cc(-n3cc(CO)nn3)ccc21 (stereo partly specified) | -8
O=C(Nc1ccccc1C(F)(F)F)OC1CC2CC1[C@H]1CCCCN1C2 (stereo partly specified) | 3
COc1cccc(Cn2cc(COC(=O)NCC(C)C)nn2)c1 | 4
Cc1cc(-c2n[nH]c(=S)n2N=Cc2ccc(-c3ccccc3)cc2)n[nH]1 | -2
O=C(NCc1ccccc1)C(c1cc2ccccc2o1)n1c(=O)c(-c2cc3ccccc3[nH]2)nc2ccccc21 (stereo unspecified) | -1
Cc1nn(CCC(=O)NNC(=O)Nc2ccccc2)c(C)c1[N+](=O)[O-] | 2
CCOC(=O)[C@]12CCCC=C1N(Cc1ccccc1)C(=O)[C@H](CC(=O)NCc1ccc(C)o1)C2 | -3
COC(=O)[C@]12CCCCC=C1N(CCc1ccc(OC)c(OC)c1)C(=O)[C@H](CC(=O)NCC13CC4CC(CC(C4)C1)C3)C2 | 7
NC[C@H]1O[C@H](O[C@H]2[C@H](O[C@@H]3O[C@H](CO)[C@@H](O)[C@H]3O)C(O)[C@H](N)C[C@@H]2N)[C@H](N)[C@@H](O)[C@@H]1O (stereo partly specified) | i
Cc1ccccc1CN1CCCCC(NC(=O)c2ccccc2C(F)(F)F)C1=O (stereo unspecified) | -6
COC(=O)[C@]12CCCCC=C1N(Cc1ccc3c(c1)OCO3)C(=O)[C@H](CC(=O)NCCC(C)C)C2 | 3
O=S1(=O)c2ccc(Br)cc2OC[C@@H](Cc2ccccc2)N1Cc1cn(CCC2OCCCO2)nn1 | 1
Fc1ccc(NC2CCC23CCC(c2ccccc2)CC3)cc1C(F)(F)F (stereo unspecified) | -2
COc1ccc(C(=O)OCCN(C)C2CN(Cc3cn(Cc4ccccc4Cl)nn3)S(=O)(=O)C2)cc1OC (stereo unspecified) | 2
Cc1ccc(NC(=O)Cn2nnc(-c3ccccc3F)n2)c(C)c1 | -1
CCCCCCCCCc1conc1C(=O)/C=C/c1ccco1 | -5
Cc1ccc(C(=O)Oc2coc(CSc3ncccn3)cc2=O)cc1[N+](=O)[O-] | 5

Compounds listed so far that have sulfur:
SMILES | PI4K2A inh
COC[C@H]1CCCN1c1ccc2c(c1)O[C@@H]1CCN(C1)S2(=O)=O | -5
Cc1cc(-c2n[nH]c(=S)n2N=Cc2ccc(-c3ccccc3)cc2)n[nH]1 | -2
O=S1(=O)c2ccc(Br)cc2OC[C@@H](Cc2ccccc2)N1Cc1cn(CCC2OCCCO2)nn1 | 1
COc1ccc(C(=O)OCCN(C)C2CN(Cc3cn(Cc4ccccc4Cl)nn3)S(=O)(=O)C2)cc1OC (stereo unspecified) | 2
Cc1ccc(C(=O)Oc2coc(CSc3ncccn3)cc2=O)cc1[N+](=O)[O-] | 5

(next part)
SMILES | PI4K2A inh
COc1cccc(-c2c(-c3ccccc3OC)ncn2Cc2cccc(-c3ccccc3)c2)c1 | -5
O=C(NN=C/C=C/c1ccco1)c1cc(-c2ccc(Cl)cc2)n[nH]1 | -12
CS(=O)(=O)c1ccc(OC[C@@H](O)CN2CCC(C(O)(c3ccccc3)c3ccccc3)CC2)cc1 | 1
O=C(NCc1ccccc1)C(c1ccc(C(F)(F)F)cc1)n1c(=O)c(-c2cc3ccccc3[nH]2)nc2ccccc21 (stereo unspecified) | -4
O=C(CCc1ccccc1)N[C@H]1[C@H](OC(=O)c2cnccn2)CCC[C@@]12C(=O)N(Cc1ccccc1)c1ccccc12 | 5
CCOC(=O)Cc1nc(N2CCN(CCN)CC2)c2c(C)c(C(=O)OCC)sc2n1 | -3
C[C@H]1[C@@H](NC(=O)C2CCC2)CC[C@@]23CCCN2C(=O)CCC[C@@H]13 | 0
CC(C)C[C@H]1COc2cc(F)ccc2S(=O)(=O)N1C | -3
Cc1ccc(-c2c(NC(=O)c3ccccc3)nc3ncccn23)cc1 | -1
COC(=O)[C@@]12C[C@@H](CC(=O)NCCC(C)C)C(=O)N(Cc3ccc4c(c3)OCO4)C1=CCC(C)(C)C2 | -2
CC(C)C[C@H](NC1(C(=O)NC2CCCCC2)CCCCC1)C(=O)NCC(c1ccccc1)c1ccccc1 | -4
COc1cccc(CNC(=S)OC2CCC23CCC(c2ccccc2)CC3)c1 (stereo unspecified) | 0
COC(=O)C[C@H]1CC[C@H](NS(=O)(=O)c2cn(C)cn2)[C@@H](CO)O1 | -3
Cc1cnc(-c2nc3ccccc3n2C(C(=O)NC(C)(C)C)c2ccccc2)cn1 (stereo unspecified) | 1
CC(=O)CC[C@@H]1CC[C@]2(CCCN(C(=O)c3ccc4ccccc4n3)C2)O1 | 1
C/C(=N/NC(=O)c1cccnc1)c1cccc(O)c1 | -1
O=C(Nc1nccs1)C1(C(=O)C2CC2)CC(c2ccccn2)=NO1 (stereo unspecified) | -2
COC(=O)c1cn(-c2ccc(-c3noc4c3C(=O)N(CC(=O)N3CCOCC3)CC4)cc2)nn1 | 0
COC(=O)c1cc(-c2ccc(C)cc2)c(=O)n2c1CCC2 | 2
COC(=O)[C@]1(CNC(=O)c2cc(F)ccc2F)CC(=O)N(C)[C@@H]1c1ccccc1 | 2

Looked up by structure from the list above:
SMILES | PI4K2A inh
O=C(NCc1ccccc1)C(c1ccc(C(F)(F)F)cc1)n1c(=O)c(-c2cc3ccccc3[nH]2)nc2ccccc21 (stereo unspecified) | -4
CCOC(=O)Cc1nc(N2CCN(CCN)CC2)c2c(C)c(C(=O)OCC)sc2n1 | -3
COC(=O)c1cc(-c2ccc(C)cc2)c(=O)n2c1CCC2 | 2

Some of these compounds in order of their number in PI4K2A inh, highest first.
SMILES | PI4K2A inh
C/C(=N/NC(=O)c1cccnc1)c1cccc(O)c1 | -1
CC(C)C[C@H]1COc2cc(F)ccc2S(=O)(=O)N1C | -3
O=C(NCc1ccccc1)C(c1ccc(C(F)(F)F)cc1)n1c(=O)c(-c2cc3ccccc3[nH]2)nc2ccccc21 (stereo unspecified) | -4

The listing continues:
SMILES | PI4K2A inh
CCOC(=O)[C@@]12CN(C(=O)OC(C)(C)C)CC=C1N(Cc1ccc(OC)cc1)C(=O)[C@H]2CC(=O)NCc1cccc2ccccc12 | 0
O=C(NCCc1c[nH]c2ccccc12)OCc1cn(Cc2ccc(C(F)(F)F)cc2)nn1 | 3
Cc1ccc(-n2c(SCc3cccc(F)c3)nc3ccccc3c2=O)cc1 | 2
COc1ccc(C(C(=O)N(C)C2CCCC2)N(Cc2ccc(F)cc2)C(=O)c2csc(-c3ccccc3)n2)cc1OC (stereo unspecified) | 8
CNC(=O)[C@@H](NC(=O)[C@H](CC(C)C)[C@H](O)C(=O)NO)C(C)(C)C | 0
Cc1cc(C)cc(NC(=O)O[C@@H]2CC[C@@]34CCCN3C(=O)CCC[C@H]4C2)c1 | -3
Cc1ccccc1CN1CCCCC(NC(=O)c2ccccc2C)C1=O (stereo unspecified) | 7
COC(=O)[C@]12C[C@H](CC(=O)N3CCC(c4ccccc4)CC3)C(=O)N(Cc3ccc(Cl)cc3Cl)C1=C[C@H](C1CCCC1)O[C@@H]2C | -2
CCOC(=O)[C@]12CCCCC/C=C\1N(Cc1ccc(OC)cc1)C(=O)[C@H]2CC(=O)NCc1ccccc1 | -4
COc1ccc(NC(=O)CSc2ncnc3scc(-c4ccc(C)cc4)c23)cc1OC | 2
O=C(Nc1ccc(Br)c(C(F)(F)F)c1)[C@@H]1CC=C[C@@H]2CCN(CC3CC3)C(=O)[C@@H]21 | -1
O=C(CN1CCc2onc(-c3ccc(-n4cc(C5=CCCCC5)nn4)cc3)c2C1=O)N1CCOCC1 | 1
COc1cccc(/C=C2\CC3(OC(C)=O)CCCN2C3)c1 (stereo unspecified) | 2
CCOC(=O)[C@]12CCCC=C1N(CCCOC)C(=O)[C@@H]2CC(=O)NCc1ccc(OC)c(OC)c1 | -5
COc1ccccc1N1CCN(C(=O)C(=O)c2cccc([N+](=O)[O-])c2)CC1 | 1
CC(C)(C)c1ccc(C(=O)Nc2cc(Cl)c(Br)cc2C(=O)O)cc1 | 2
C=CCN(C)C(C#Cc1ccccc1)c1ccccc1C(F)(F)F (stereo unspecified) | 5
Cc1nn(-c2ccccc2)c(C)c1/C=N\NC(=O)CSc1nc2ccccc2n1Cc1ccc(Cl)cc1 | 2
COC(=O)[C@]12C[C@H](CC(=O)N3CCC(c4ccccc4)CC3)C(=O)N(CCc3ccc(OC)c(OC)c3)C1=C[C@H](COCc1ccccc1)O[C@@H]2C | 4
Cc1ccccc1NC(=O)OC1CCC12CCC(c1ccccc1)CC2 (stereo unspecified) | -1

Grouped by structure: the entries above containing a thiophene ring, fused or not.
SMILES | PI4K2A inh
CCOC(=O)Cc1nc(N2CCN(CCN)CC2)c2c(C)c(C(=O)OCC)sc2n1 | -3
COc1ccc(NC(=O)CSc2ncnc3scc(-c4ccc(C)cc4)c23)cc1OC | 2

Additional results:
SMILES | PI4K2A inh
COC(=O)[C@@]12C[C@@H](CC(=O)NCC3CCCCC3)C(=O)N(Cc3ccccc3)C1=CCC(C)(C)C2 | -4
CCC(C)NS(=O)(=O)c1ccc2[nH]c(=O)oc2c1 (stereo unspecified) | -1
Cc1ccccc1N1CCN(C(=O)CCn2nnc3ccccc32)CC1 | 5
CC(C)=CCNc1ncnc2c1ncn2[C@@H]1O[C@H](CO)[C@@H](O)[C@H]1O | -3
Cc1ccc(NC(=O)N2CCC(c3nc4ccc(Cl)cc4[nH]3)CC2)cc1F | -1
Cc1ccccc1NC(=O)Cn1nnc(-c2ccccc2F)n1 | -3
COc1ccc(-n2c(COc3ccc(Cl)cc3)nnc2SCC(=O)c2ccc(-c3ccccc3)cc2)cc1 | -4
COC(=O)[C@@]12C[C@@H](CC(=O)N3CCN(C(=O)C4CC4)CC3)C(=O)N(CCc3ccc(OC)c(OC)c3)C1=CCC(C)(C)C2 | -4
COC(=O)[C@]12C[C@H](CC(=O)N3CCN(C(=O)c4ccco4)CC3)C(=O)N(Cc3ccc4c(c3)OCO4)C1=C[C@H](C(C)C)O[C@@H]2C1CC1 | 3
CC(C)=CCCC(C)c1cc(C(=O)NCCc2ccc(O)cc2)c(N)s1 (stereo unspecified) | 0
O=C1C(=O)N(Cc2ccc(-c3ccc(F)nc3)cc2)c2ccc(OC(F)(F)F)cc21 | 0
C=CCN1C(=O)[C@H](CC(=O)N2CCOCC2)[C@@]2(C(=O)OCC)CCCC=C12 | -2
COC(=O)[C@@]12C[C@@H](CC(=O)NCc3cccc4ccccc34)C(=O)N(CCc3ccc(OC)c(OC)c3)C1=CCC(C)(C)C2 | 3
O=C(CC1CCCC1)N1CC[C@H]2[C@H](CCCN2Cc2ccccc2)C1 | -2
Cc1ccc(-n2c(Cc3cccs3)nnc2SCc2ccc([N+](=O)[O-])cc2)cc1 | -1
Cc1ccc(S(=O)(=O)N(CCc2ccccc2)CC(=O)N2CCOCC2)cc1 | -2
C[C@@H]1[C@@H](O)C[C@]2(C[C@@H](O)c3ccccc3O2)O[C@H]1c1ccccc1 | 6
CC(C)N1CCCCC(NC(=O)c2ccc(-c3ccccc3)cc2)C1=O (stereo unspecified) | -4
CCC[C@H]1[C@@H](OC(=O)NCc2ccc(C)cc2)CC[C@@]23CCCN2C(=O)CCC[C@@H]13 | 4
CCc1ccccc1NC(=O)c1cc(C)nn1-c1ccccc1 | 6
C[C@H]1C2CC(OC(=O)Nc3ccc4c(c3)OCO4)C(C2)[C@H]2CCCCN21 (stereo partly specified) | -9
COc1ccc(C2C(C(=O)N3CCC(C)CC3)CC(=O)N2c2ccc(OC)cc2)cc1 (stereo unspecified) | -5
CCCCOCCCNC(=O)C[C@@H]1C[C@@]2(C(=O)OCC)CCCC=C2N(CCC2=CCCCC2)C1=O | 3
O=C(COC(=O)c1ccc(Sc2ncn[nH]2)c([N+](=O)[O-])c1)Nc1ccc(Cl)cc1 | -4
Cc1c(NC(=O)C2CCCN(S(=O)(=O)c3ccc(Br)s3)C2)c(=O)n(-c2ccccc2)n1C (stereo unspecified) | 3
CCOC(=O)c1cccc(NC(=O)CN(C)S(=O)(=O)c2ccc(C)c(C)c2)c1 | -1
COP(=O)(O)[C@@H](CC(C)C)NC(=O)OCc1ccccc1 | -4
O=S1(=O)CC2c3ccccc3CCN2CN1Cc1ccc(F)cc1 (stereo unspecified) | -2
O=C(c1ccccc1)N1CCC(Oc2cccnc2)CC1 | 1
CC(C)(C)OC(=O)N1c2ccccc2[C@]2(N3CCCC3)C[C@H](C(=O)O)N(C(=O)OC(C)(C)C)[C@H]12 | -2
COC(=O)[C@@]12C[C@@H](CC(=O)NCC3CCCCC3)C(=O)N(Cc3ccc4c(c3)OCO4)C1=CCC(C)(C)C2 | -1
CCCCNC(=O)O[C@H]1CC[C@@]23CCCN2C(=O)CCC[C@H]3[C@H]1CCC | -5
CC(C)(C)NC(=O)C1C(c2ccc(C(F)(F)F)cc2)=Nc2ccccc2N1C(=O)c1cccc(C(F)(F)F)c1 (stereo unspecified) | -7
Cc1cc(N2CCCN(C)CC2)n2nc(C)nc2n1 | -1
Cc1ccc(-c2cc(C(=O)NN=Cc3ccc(N(C)C)cc3)[nH]n2)cc1C | -1
COc1ccc(Cn2cc(CN3CC=CS3(=O)=O)nn2)cc1 | -3
O=C(C[C@H]1C=C[C@H](NC(=O)Nc2ccccc2F)[C@@H](CO)O1)NCc1ccc(-c2ccccc2)cc1 | 1
C=CCN1C(C(=O)OC)CN(Cc2cn(Cc3ccccc3)nn2)CCS1(=O)=O (stereo unspecified) | -8
O=C(NC1CCCCN(Cc2ccc(Cl)cc2)C1=O)c1ccccn1 (stereo unspecified) | 2

Screening data as filed in PubChem.

These rows are one share of the data. The share of hits here may be higher or lower than overall.
